OPRM1-OPRD1 inv: mu-delta opioid heterodimer inverse agonism | P35372+P41143 | cell-based MOR-DOR heterodimer luminescence | inhibition, % at 9.3 µM | 340,000 compounds, 0.21% hits; in the data active means inhibition above about 22%, passing the limit was not always enough;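 further: 0% = cells with DMSO and 100% = wells without cells with DMSO; values of inactives mirror those of a sister screen read the other way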
Ecoli viability: bacterial growth inhibition, counter-screen for AddAB inhibitors; 330,000 compounds, 0.27% hits; E. coli V3065 growth, OD600 absorbance, 18 h; inhibition, % at 11.9 µM; AID 449728;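 active means inhibition above the campaign's mean inhibition across all tested compounds plus 3 SD, cut at about 9.9% in these data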;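 further: uninfected addAB+ strain grown without phage in ampicillin broth; 0% = DMSO wells and 100% = ciprofloxacin 0.95 µg/ml wells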
MOR-DOR ag: OPRM1-OPRD1 heterodimerization agonism; AID 504326; activation, % at 9.3 µM; cells, luminescence; 340,000 compounds, 0.3% hits; in the data active means activation above about 18%;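 further: 0% = vehicle-treated cells and 100% = reference agonist; values of inactives mirror those of a sister screen read the other way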
AddAB inh: less growth of phage-infected E. coli with AddAB; inhibition, % at 11.9 µM; 330,000 compounds, 0.29% hits; E. coli expressing H. pylori AddAB, absorbance growth; AID 435030; in the data active means inhibition above about 12%;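 further: 0% = vehicle wells of infected cells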
HTR5A inv ctr: HTR5A inverse agonism, opioid heterodimer counter-screen; 340,000 compounds, 0.083% hits; AID 504634; inhibition, % at 9.3 µM; HTR5A cell line, luminescence; in the data active means inhibition mostly above about 23%, no sharp cut-off; inactive means mostly below about 18%;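 further: 0% = cells with DMSO and 100% = no-cell wells with DMSO; some compounds called inactive have numbers as strong as hits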
phage Ecoli inh: E. coli growth loss with phage present; growth absorbance; inhibition, % at 11.9 µM; 360,000 compounds, 0.26% hits; in the data active means inhibition above about 11%
PfHsp90 yeast 2: inhibits growth of yeast expressing Plasmodium falciparum Hsp90. inhibition, % at 9.4 µM. 310,000 compounds, 0.32% hits. S. cerevisiae expressing PfHsp90, BacTiter-Glo ATP, 48 h; yeast lacking PDR1 and PDR3 efflux regulators;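 active means every replicate shows inhibition above about 80%, whatever the replicate mean, limit read from the data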;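 further: 0% = DMSO neutral controls and 100% = 20 µM radicicol positive controls; yeast relying on Plasmodium falciparum Hsp90 in place of its own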
SUMO Mot1 rescue: blocks SUMOylation pathway, rescuing yeast Mot1-301 growth; growth rescue, % at 18.8 µM; AID 2716; 320,000 compounds, 1% hits; S. cerevisiae Mot1-301 growth rescue, ATP luminescence, 38.5C; percent above DMSO median, 100 means doubled;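 active means every valid replicate shows activation above 250% relative to neutral control wells; inactive means the rest, any valid replicate at or below 250%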;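 further: OY570 slx delta 5 strain wells were the positive control but not used for scaling; some compounds called inactive have numbers as strong as hits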
HTR5A ag ctr: HTR5A agonism, opioid heterodimer counter-screen; P47898; HTR5A agonist assay, luminescence, cell-based; activation, % at 9.3 µM; 340,000 compounds, 0.61% hits; AID 504692; in the data active means activation mostly above about 9.5%, no sharp cut-off; inactive means mostly below about 7.6%;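 further: 0% = cells with vehicle only and 100% = reference agonist; strong numbers were not always called active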
DSG3 Ab inh: blocks pemphigus antibody binding to human desmoglein-3; 310,000 compounds, 0.48% hits; AID 588358; P32926; DSG3-coupled beads, scFv-anti-DSG3-GFP binding, flow cytometry; stronger effect = lower value; binding (percent of control), % at 10 µM;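 active means binding more than 3 SD below its plate's average and above zero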; further: some compounds called inactive have numbers as strong as hits
Target sequence (P32926 whole entry, looked up): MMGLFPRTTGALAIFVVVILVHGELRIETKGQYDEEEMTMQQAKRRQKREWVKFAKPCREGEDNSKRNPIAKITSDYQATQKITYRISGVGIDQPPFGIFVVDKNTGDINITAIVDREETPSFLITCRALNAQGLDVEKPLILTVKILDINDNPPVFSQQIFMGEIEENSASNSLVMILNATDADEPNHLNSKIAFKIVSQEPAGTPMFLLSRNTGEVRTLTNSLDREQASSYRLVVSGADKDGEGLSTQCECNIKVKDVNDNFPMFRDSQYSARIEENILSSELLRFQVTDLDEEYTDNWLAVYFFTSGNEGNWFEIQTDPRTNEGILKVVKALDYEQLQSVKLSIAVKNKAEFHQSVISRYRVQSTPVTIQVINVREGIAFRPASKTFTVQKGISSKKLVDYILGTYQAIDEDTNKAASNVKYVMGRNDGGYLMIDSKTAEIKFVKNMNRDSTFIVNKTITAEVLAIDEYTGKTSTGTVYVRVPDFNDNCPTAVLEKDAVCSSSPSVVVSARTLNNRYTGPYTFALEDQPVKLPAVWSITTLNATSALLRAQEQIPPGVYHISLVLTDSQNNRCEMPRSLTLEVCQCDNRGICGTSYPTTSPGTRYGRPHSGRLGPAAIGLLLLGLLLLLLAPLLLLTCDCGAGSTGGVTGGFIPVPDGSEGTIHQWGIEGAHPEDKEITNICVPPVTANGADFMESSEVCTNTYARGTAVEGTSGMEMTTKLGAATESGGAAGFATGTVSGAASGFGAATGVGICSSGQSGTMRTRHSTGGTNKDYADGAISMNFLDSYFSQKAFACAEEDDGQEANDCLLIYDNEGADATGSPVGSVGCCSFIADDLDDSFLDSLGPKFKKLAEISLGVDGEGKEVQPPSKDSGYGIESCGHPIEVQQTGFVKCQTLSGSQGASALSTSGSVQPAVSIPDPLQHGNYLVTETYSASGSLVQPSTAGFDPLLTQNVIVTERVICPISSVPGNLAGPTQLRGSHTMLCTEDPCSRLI
PKA-R1A act: activators of PKA-R1A complex | P00514+P68181 | PKA-R1A dissociation, Cy5-IP20 fluorescence polarization; scaled: DMSO 0%, 113 µM cGMP 100% | 340,000 compounds, 0.083% hits | activation, % at 11.4 µM | AID 504707;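 active means percent activation above the mean of all tested compounds plus 3 SD, cut at about 19% in these data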;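 further: higher means more PKAc released from R1A so a rise in polarization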
The depositor's hits bear a star.

How did Cc1csc(SCc2nc3scc(-c4ccccc4)c3c(=O)[nH]2)n1 do in these assays?
OPRM1-OPRD1 inv: 3; Ecoli viability: 2.5; MOR-DOR ag: -0.7; AddAB inh: 2.8; HTR5A inv ctr: 9; phage Ecoli inh: 0.6; PfHsp90 yeast 2: -4; SUMO Mot1 rescue: -9; HTR5A ag ctr: 2; DSG3 Ab inh: 83; PKA-R1A act: -12

How did CCCCn1cnc2c(c(-c3ccccc3)c(-c3ccccc3)n2Cc2ccco2)c1=N do in these assays?
Ecoli viability: -1.3; AddAB inh: 2.9; phage Ecoli inh: 4.3; SUMO Mot1 rescue: -14; DSG3 Ab inh: 110

Results for O=C(CNC(=O)c1ccc(Cl)cc1Cl)OCN1C(=O)c2ccccc2C1=O ?
OPRM1-OPRD1 inv: 9; Ecoli viability: 0.9; MOR-DOR ag: -1.8; AddAB inh: -0.9; HTR5A inv ctr: -11; phage Ecoli inh: 2.4; PfHsp90 yeast 2: 15; SUMO Mot1 rescue: -7; HTR5A ag ctr: 4; DSG3 Ab inh: 100; PKA-R1A act: -1

What do the screens show for `COc1ccccc1OCCn1ccnc1`?
OPRM1-OPRD1 inv: 18; Ecoli viability: -0.9; MOR-DOR ag: -3.7; AddAB inh: 5.5; HTR5A inv ctr: -1; phage Ecoli inh: -1.3; PfHsp90 yeast 2: 0; SUMO Mot1 rescue: -25; HTR5A ag ctr: 0; DSG3 Ab inh: 128; PKA-R1A act: -4

Results for CCN(CC)c1nc2c(c(=O)[nH]c(=O)n2C)n1Cc1ccccc1 ?
OPRM1-OPRD1 inv: 17; Ecoli viability: 2.8; MOR-DOR ag: -3.4; AddAB inh: 2.0; HTR5A inv ctr: 19; phage Ecoli inh: -1.7; PfHsp90 yeast 2: -5; SUMO Mot1 rescue: 10; HTR5A ag ctr: -3; DSG3 Ab inh: 100; PKA-R1A act: 1

How did C[C@H](CO)N1C[C@H](C)[C@@H](CN(C)S(C)(=O)=O)Oc2ccc(NC(=O)Nc3ccccc3)cc2C1=O do in these assays?
OPRM1-OPRD1 inv: -6; Ecoli viability: 1.8; MOR-DOR ag: 1.1; AddAB inh: 2.5; HTR5A inv ctr: 0; phage Ecoli inh: 2.3; PfHsp90 yeast 2: 7; SUMO Mot1 rescue: -13; HTR5A ag ctr: -1; DSG3 Ab inh: 103; PKA-R1A act: -6

Results for Cc1ccc(NC(=O)CC2OC(=O)c3ccccc32)cc1S(=O)(=O)N1CCOCC1 (centres undefined) ?
OPRM1-OPRD1 inv: 2; Ecoli viability: -0.7; MOR-DOR ag: -0.6; AddAB inh: -0.7; HTR5A inv ctr: 11; phage Ecoli inh: 3.0; PfHsp90 yeast 2: -18; SUMO Mot1 rescue: -27; HTR5A ag ctr: -4; DSG3 Ab inh: 112; PKA-R1A act: -2

Results for COc1ccc(C(=O)NNC2=NC(C)(C)Cc3ccccc32)cc1 ?
OPRM1-OPRD1 inv: 12; Ecoli viability: -0.2; MOR-DOR ag: -2.1; AddAB inh: 3.9; HTR5A inv ctr: -10; phage Ecoli inh: 0.3; PfHsp90 yeast 2: 8; SUMO Mot1 rescue: -22; HTR5A ag ctr: 3; DSG3 Ab inh: 131; PKA-R1A act: 5

How did Cn1nccc1C(=O)Nc1ccc2c(c1)OCCO2 do in these assays?
OPRM1-OPRD1 inv: 18; Ecoli viability: 0.0; MOR-DOR ag: -3.8; AddAB inh: 3.5; HTR5A inv ctr: -5; phage Ecoli inh: 3.3; PfHsp90 yeast 2: 24; SUMO Mot1 rescue: -12; HTR5A ag ctr: -2; DSG3 Ab inh: 95; PKA-R1A act: -1

How did COc1ccccc1OCC(=O)NN1Cc2ccccc2C1=N do in these assays?
OPRM1-OPRD1 inv: 7; Ecoli viability: -0.7; MOR-DOR ag: -1.2; AddAB inh: 2.2; HTR5A inv ctr: -7; phage Ecoli inh: -0.6; PfHsp90 yeast 2: -32; SUMO Mot1 rescue: -14; HTR5A ag ctr: 1; PKA-R1A act: -5

How did COc1cc(NC(=O)C(=O)NNC(=O)C2CCCCC2)c(OC)cc1Cl do in these assays?
OPRM1-OPRD1 inv: 6; Ecoli viability: -4.3; MOR-DOR ag: -0.9; AddAB inh: -4.3; HTR5A inv ctr: 12; phage Ecoli inh: -2.2; PfHsp90 yeast 2: -33; SUMO Mot1 rescue: 296; HTR5A ag ctr: -5; DSG3 Ab inh: 97; PKA-R1A act: -9

What do the screens show for `CCn1c(COc2ccccc2)nnc1SCC(=O)C(C)(C)C`?
OPRM1-OPRD1 inv: 9; Ecoli viability: -0.8; MOR-DOR ag: -2.2; AddAB inh: 2.7; HTR5A inv ctr: 5; phage Ecoli inh: 2.1; PfHsp90 yeast 2: 17; SUMO Mot1 rescue: -5; HTR5A ag ctr: -2; PKA-R1A act: -9

What do the screens show for `CN(C)c1ccc(C(=O)/C=C/c2ccc(Br)cc2)cc1`?
OPRM1-OPRD1 inv: -12; Ecoli viability: -0.6; MOR-DOR ag: 2.3; AddAB inh: -0.2; HTR5A inv ctr: 4; phage Ecoli inh: 3.4; PfHsp90 yeast 2: 15; SUMO Mot1 rescue: -9; HTR5A ag ctr: -2; DSG3 Ab inh: 94; PKA-R1A act: 2

What do the screens show for `COc1ccc(CCC(C)Nc2ccc(F)cc2)cc1` (centres undefined)?
OPRM1-OPRD1 inv: -2; Ecoli viability: -3.0; MOR-DOR ag: 0.3; AddAB inh: -0.9; HTR5A inv ctr: -13; phage Ecoli inh: 2.8; PfHsp90 yeast 2: -14; SUMO Mot1 rescue: 1; HTR5A ag ctr: -2; DSG3 Ab inh: 108; PKA-R1A act: 3

How did CCCc1[nH]nc2c1C(c1ccc(OCCN3CCOCC3)c(OCC)c1)C(C#N)=C(N)O2 (centres undefined) do in these assays?
OPRM1-OPRD1 inv: 4; Ecoli viability: 0.7; MOR-DOR ag: -0.7; AddAB inh: 0.6; HTR5A inv ctr: -12; phage Ecoli inh: -0.1; PfHsp90 yeast 2: 16; SUMO Mot1 rescue: -2; HTR5A ag ctr: 0; DSG3 Ab inh: 91; PKA-R1A act: -9

Results for Fc1ccc(-c2nnc(CSc3nnc(-c4ccc5c(c4)OCO5)o3)o2)cc1 ?
OPRM1-OPRD1 inv: 2; Ecoli viability: -2.4; MOR-DOR ag: -0.4; AddAB inh: 0.4; HTR5A inv ctr: -13; phage Ecoli inh: -0.1; PfHsp90 yeast 2: 8; SUMO Mot1 rescue: -11; HTR5A ag ctr: 8; DSG3 Ab inh: 102; PKA-R1A act: -6

What do the screens show for `COc1ccc(NC(=S)NCc2ccccc2)c(OC)c1`?
OPRM1-OPRD1 inv: 10; Ecoli viability: -1.6; MOR-DOR ag: -2.1; AddAB inh: 0.3; HTR5A inv ctr: -4; phage Ecoli inh: 0.6; PfHsp90 yeast 2: 9; SUMO Mot1 rescue: -14; HTR5A ag ctr: 1; DSG3 Ab inh: 120; PKA-R1A act: 10

Results for CCOc1cccc(CN2CCC(Oc3ccc(C(=O)N4CCCC4)cc3)CC2)c1 ?
OPRM1-OPRD1 inv: 18; Ecoli viability: -0.9; MOR-DOR ag: -3.4; AddAB inh: 0.6; HTR5A inv ctr: 5; phage Ecoli inh: 2.9; PfHsp90 yeast 2: 16; SUMO Mot1 rescue: -1; HTR5A ag ctr: -1; PKA-R1A act: -7

What do the screens show for `CCN1CCN(CC(=O)Nc2nc3ccccc3s2)CC1`?
OPRM1-OPRD1 inv: 10; Ecoli viability: -0.6; MOR-DOR ag: -2.1; AddAB inh: 2.5; HTR5A inv ctr: 13; phage Ecoli inh: 2.9; PfHsp90 yeast 2: 11; SUMO Mot1 rescue: 196; HTR5A ag ctr: -4; DSG3 Ab inh: 137; PKA-R1A act: -2

What do the screens show for `CCCCn1c(CCCNC(=O)c2ccco2)nc2ccccc21`?
OPRM1-OPRD1 inv: 8; Ecoli viability: -1.2; MOR-DOR ag: -2.1; AddAB inh: 0.6; HTR5A inv ctr: 3; phage Ecoli inh: -1.8; PfHsp90 yeast 2: 1; SUMO Mot1 rescue: -12; HTR5A ag ctr: -1; DSG3 Ab inh: 112; PKA-R1A act: -2

Results for Cc1cc(C)c(CN2CCC(N3CCC(C(=O)NCC4CCCO4)CC3)CC2)cc1C (centres undefined) ?
OPRM1-OPRD1 inv: 12; Ecoli viability: 0.2; MOR-DOR ag: -2.3; AddAB inh: 2.9; HTR5A inv ctr: 18; phage Ecoli inh: 0.7; PfHsp90 yeast 2: -3; SUMO Mot1 rescue: -11; HTR5A ag ctr: -1; DSG3 Ab inh: 102; PKA-R1A act: 4

What do the screens show for `Cc1cccn2c(=O)c3cc(C(=O)NCc4ccco4)c(=N)n(CCOCCO)c3nc12`?
OPRM1-OPRD1 inv: 10; Ecoli viability: -1.7; MOR-DOR ag: -2.2; AddAB inh: -0.7; HTR5A inv ctr: -3; PfHsp90 yeast 2: -5; SUMO Mot1 rescue: 2; HTR5A ag ctr: 1; DSG3 Ab inh: 99; PKA-R1A act: -3

Results for CCc1cccc(NC(=O)CN2C(=O)NC3(CCCCCCC3)C2=O)c1 ?
OPRM1-OPRD1 inv: 9; Ecoli viability: 1.6; MOR-DOR ag: -1.5; AddAB inh: 0.5; HTR5A inv ctr: 3; phage Ecoli inh: 3.7; SUMO Mot1 rescue: -6; HTR5A ag ctr: 2; DSG3 Ab inh: 99; PKA-R1A act: 0

Results for O=C(O)C1CC(=O)N(c2ccc(OCc3ccccc3Cl)cc2)C1 (centres undefined) ?
OPRM1-OPRD1 inv: 8; Ecoli viability: 1.0; MOR-DOR ag: -1.5; AddAB inh: 2.9; HTR5A inv ctr: 29; phage Ecoli inh: 1.3; PfHsp90 yeast 2: 2; SUMO Mot1 rescue: -23; HTR5A ag ctr: 0; DSG3 Ab inh: 73; PKA-R1A act: -2

Results for COCCNC(=S)N1CCCN(c2nc3cc(C)ccc3cc2C#N)CC1 ?
OPRM1-OPRD1 inv: -4; Ecoli viability: 0.9; MOR-DOR ag: 0.8; AddAB inh: 3.5; HTR5A inv ctr: -13; phage Ecoli inh: -0.5; PfHsp90 yeast 2: -10; SUMO Mot1 rescue: -4; HTR5A ag ctr: 4; DSG3 Ab inh: 115; PKA-R1A act: 13

What do the screens show for `COc1ccc(CNC(=O)c2cc3cccc(O)c3oc2=N)cc1`?
OPRM1-OPRD1 inv: 16; Ecoli viability: -0.2; MOR-DOR ag: -2.9; AddAB inh: -0.4; HTR5A inv ctr: 16; phage Ecoli inh: 3.1; PfHsp90 yeast 2: 17; SUMO Mot1 rescue: 8; HTR5A ag ctr: -3; DSG3 Ab inh: 101; PKA-R1A act: 6

What do the screens show for `COC(=O)c1cc(S(=O)(=O)N2CCN(C(=O)c3ccco3)CC2)cn1C`?
OPRM1-OPRD1 inv: 5; Ecoli viability: 1.3; MOR-DOR ag: -0.9; AddAB inh: -0.9; HTR5A inv ctr: -17; phage Ecoli inh: 1.7; PfHsp90 yeast 2: 19; SUMO Mot1 rescue: -1; HTR5A ag ctr: 4; DSG3 Ab inh: 103; PKA-R1A act: -4

What do the screens show for `c1ccc(NC(c2ccccc2)c2ccncc2)cc1` (centres undefined)?
OPRM1-OPRD1 inv: 8; Ecoli viability: -0.3; MOR-DOR ag: -1.7; AddAB inh: 2.0; HTR5A inv ctr: -7; phage Ecoli inh: 1.1; PfHsp90 yeast 2: -15; SUMO Mot1 rescue: -5; HTR5A ag ctr: 2; DSG3 Ab inh: 90; PKA-R1A act: -2

Screening data as filed in PubChem BioAssay.
